Compound activity as filed in PubChem BioAssay.
FBA Mtb inh – Mtb fructose-bisphosphate aldolase inhibition; purified M. tuberculosis FBA, fluorescence read-out; inhibition, % at 1 µM; 2.3% of 360,000 active; AID 588726; in the data active = inhibition above about 27%;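 note: 0% = vehicle and 100% = reference inhibitor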
PfHsp40 yeast – restores yeast growth despite PfHsp40 toxicity; S. cerevisiae expressing PfHsp40, growth rescue, ATP luminescence; growth rescue, % at 12.5 µM; 0.68% of 340,000 active; in the data active = growth rescue above about 28%, passing the limit was not always enough; inconclusive = no clear call, values can overlap the other calls;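 note: yeast W303a lacking pdr1 and pdr3 grown in galactose medium; growth measured after three days at 30 °C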
BoNT-F LC inh – inhibitors of Botulinum neurotoxin F light chain protease; Multiplex microsphere protease cleavage assay, flow cytometry; inhibition, % at 10 µM; 0.22% of 360,000 active; AID 588497; in the data active = inhibition above about 35%, passing the limit was not always enough; inconclusive = no clear call, values can overlap the other calls; note: plate controls were buffer without enzyme for full effect and enzyme alone for no effect
UGM FP inh – inhibitors of M. tuberculosis UDP-galactopyranose mutase; P9WIQ1; inhibition, % at 10 µM; 0.06% of 320,000 active; AID 504406; purified UGM, fluorescence polarization probe displacement; in the data active = inhibition above about 10%, passing the limit was not always enough; inconclusive = no clear call, values can overlap the other calls
GDH-TPI inh – GDH-TPI coupled enzyme inhibition counter-screen; GDH-TPI coupled enzyme counterscreen, NADH absorbance; inhibition, % at 4.8 µM; 1.2% of 360,000 active; in the data active = inhibition above about 30%;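 note: 0% = DMSO wells and 100% = wells lacking the enzyme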
BoNT A protease – blocks Botulinum neurotoxin A light chain protease; multiplex microsphere protease substrate cleavage, flow cytometry; inhibition, % at 10 µM; 0.17% of 360,000 active; note: plate controls were buffer without enzyme for full effect and enzyme alone for no effect
Mtb BioA inh – inhibitors of Mycobacterium tuberculosis BioA enzyme; inhibition, % at 9.99 µM; purified M. tuberculosis BioA enzyme, plate reader; 0.096% of 360,000 active; AID 602481; in the data active = inhibition above about 40%; inconclusive = no clear call, values can overlap the other calls
Anthrax LF prot – blocks Bacillus anthracis lethal factor protease. multiplex microsphere protease cleavage assay, LF. AID 588501. P15917. inhibition, % at 10 µM. 0.12% of 360,000 active; note: plate controls were buffer without enzyme for full effect and enzyme alone for no effect
Target sequence (P15917 whole entry, looked up): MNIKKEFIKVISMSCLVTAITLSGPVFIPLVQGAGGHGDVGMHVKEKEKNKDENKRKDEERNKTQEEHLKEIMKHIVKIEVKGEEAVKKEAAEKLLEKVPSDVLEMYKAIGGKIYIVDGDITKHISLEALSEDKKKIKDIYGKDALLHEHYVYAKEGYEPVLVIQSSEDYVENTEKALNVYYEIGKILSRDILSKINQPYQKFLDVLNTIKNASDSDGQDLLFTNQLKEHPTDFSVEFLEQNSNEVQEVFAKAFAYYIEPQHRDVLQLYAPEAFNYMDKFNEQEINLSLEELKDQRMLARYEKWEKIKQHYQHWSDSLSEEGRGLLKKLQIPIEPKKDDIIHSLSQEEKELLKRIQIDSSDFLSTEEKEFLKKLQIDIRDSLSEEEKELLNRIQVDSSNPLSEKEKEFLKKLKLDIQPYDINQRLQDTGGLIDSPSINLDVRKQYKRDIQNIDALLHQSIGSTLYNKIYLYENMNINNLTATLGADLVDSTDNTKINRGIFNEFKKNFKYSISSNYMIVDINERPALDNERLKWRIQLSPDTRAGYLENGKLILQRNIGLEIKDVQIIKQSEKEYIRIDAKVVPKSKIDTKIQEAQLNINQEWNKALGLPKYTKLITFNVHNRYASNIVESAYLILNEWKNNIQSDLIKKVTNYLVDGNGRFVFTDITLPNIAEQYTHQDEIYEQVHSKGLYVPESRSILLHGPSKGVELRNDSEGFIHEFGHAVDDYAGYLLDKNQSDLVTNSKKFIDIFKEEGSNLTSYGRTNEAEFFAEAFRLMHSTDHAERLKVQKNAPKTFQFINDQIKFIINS
FadD28 binding – blocks FadD28 binding to the bisubstrate probe; fluorescence polarization; inhibition, % at 12.5 µM; 0.22% of 360,000 active; AID 588549; in the data active = inhibition above about 8.5%, passing the limit was not always enough; inconclusive = no clear call, values can overlap the other calls
An asterisk follows results filed as active. Cut-off read from the data, not from the text of the source, unless noted: active = inhibition above about 30%; inconclusive = no clear call, values can overlap the other calls; inactive = below that.

COc1ccc(S(=O)(=O)NNC(=O)c2cc3ccccc3o2)cc1 was read as FBA Mtb inh -2.8, PfHsp40 yeast -0.2, BoNT-F LC inh -1.0, UGM FP inh 2.7, GDH-TPI inh -1.2, BoNT A protease 0.0, Anthrax LF prot -1.8 and FadD28 binding -2.9.
Screening CCCCn1c(N)c(NCC)c(=O)[nH]c1=O returned FBA Mtb inh 6.4, PfHsp40 yeast 0.1, BoNT-F LC inh -4.2, GDH-TPI inh 1.9, BoNT A protease 0.2, Mtb BioA inh -1.1, Anthrax LF prot -2.7 and FadD28 binding -1.9.
Screening COc1ccc(COC(=O)c2ccc(Cl)c(S(=O)(=O)N3CCOCC3)c2)cc1F returned FBA Mtb inh -1.7, PfHsp40 yeast -1.8, BoNT-F LC inh -0.1, UGM FP inh 0.5, GDH-TPI inh -4.2, BoNT A protease -1.0, Mtb BioA inh 0.4, Anthrax LF prot -2.8 and FadD28 binding -2.5.
`Cn1c(N)c(C(=O)COC(=O)/C=C/c2cccc(F)c2)c(=O)n(C)c1=O` gave FBA Mtb inh 1.4, PfHsp40 yeast 0.2, BoNT-F LC inh -6.0, UGM FP inh 0.4, GDH-TPI inh -6.9, BoNT A protease -0.6, Mtb BioA inh 0.3, Anthrax LF prot -1.0 and FadD28 binding -3.6.
For O=C(NCCc1ccc(Cl)cc1)C1CCCN(c2ncnc3c2nc2n3CCCCC2)C1 (stereo unspecified) the results were FBA Mtb inh 4.9, PfHsp40 yeast 0.2, BoNT-F LC inh 2.9, UGM FP inh 0.4, GDH-TPI inh -2.2, BoNT A protease 0.5, Mtb BioA inh -3.7, Anthrax LF prot 7.2 and FadD28 binding -0.7.
Screening N#CCCn1cc(C(=O)O)c(-c2cc3ccccc3o2)n1 returned FBA Mtb inh 3.2, PfHsp40 yeast 1.7, BoNT-F LC inh -0.1, UGM FP inh -0.3, GDH-TPI inh 7.4, BoNT A protease -1.1, Mtb BioA inh 5.2, Anthrax LF prot -1.1 and FadD28 binding -0.7.
CCCCC[C@@H]1C=C(C(=O)O)[C@H](c2ccc3c(c2)OCO3)N1S(=O)(=O)c1ccc(C)cc1 was read as FBA Mtb inh 0.9, PfHsp40 yeast 0.3, BoNT-F LC inh -5.1, GDH-TPI inh 4.7, BoNT A protease -0.1, Mtb BioA inh 4.2, Anthrax LF prot -1.6 and FadD28 binding -1.5.
For Cc1ccc(C(=O)Cn2c(C)cc(C)c(C#N)c2=O)cc1 the results were FBA Mtb inh 3.9, PfHsp40 yeast 0.9, BoNT-F LC inh -105.0, UGM FP inh 3.0, GDH-TPI inh 13.5, BoNT A protease -8.6, Mtb BioA inh 0.2, Anthrax LF prot -1.5 and FadD28 binding 0.9.
Screening COC(=O)c1ccc(CSC2=NC[C@@H]3[C@@H]4C(=O)N(Cc5ccccc5)C(=O)[C@@H]4[C@](Cc4ccccc4)(C(=O)OC)N23)cc1 returned FBA Mtb inh -2.6, PfHsp40 yeast 3.0, BoNT-F LC inh -8.5, GDH-TPI inh 6.2, BoNT A protease -0.5, Mtb BioA inh -0.7, Anthrax LF prot -3.3 and FadD28 binding -1.4.
Screening CCn1cc(C(=O)N2CCN(c3cccc(Cl)c3)CC2)c2cc(OC)c(OC)cc2c1=O returned FBA Mtb inh -12.7, PfHsp40 yeast -1.5, BoNT-F LC inh -1.8, UGM FP inh 0.0, GDH-TPI inh 1.2, BoNT A protease 0.0, Mtb BioA inh 2.6, Anthrax LF prot -0.8 and FadD28 binding -2.4.
For COC(=O)C1CCN(Cc2cc(=O)oc3cc(OC)ccc23)CC1 the results were FBA Mtb inh 22.1, PfHsp40 yeast 2.2, BoNT-F LC inh 5.0, UGM FP inh -1.5, GDH-TPI inh 23.5, BoNT A protease 0.8, Mtb BioA inh 4.2, Anthrax LF prot -1.5 and FadD28 binding -0.8.
O=C(CNS(=O)(=O)c1ccccc1F)Nc1ccc(N2CCOCC2)cc1 was read as FBA Mtb inh -0.9, PfHsp40 yeast 0.2, BoNT-F LC inh -22.3, UGM FP inh -1.7, GDH-TPI inh -3.6, BoNT A protease -0.3, Mtb BioA inh -0.9, Anthrax LF prot -2.3 and FadD28 binding -1.4.
`CC(C)(C)C1CCc2c(sc(NC(=O)c3cccs3)c2C(=O)N2CCCCC2)C1` (stereo unspecified) gave FBA Mtb inh 11.0, PfHsp40 yeast 1.0, BoNT-F LC inh -6.7, UGM FP inh 0.8, GDH-TPI inh -2.7, BoNT A protease 0.0, Anthrax LF prot -1.3 and FadD28 binding -1.4.
CNC(=O)c1cc2cc(OC)ccc2n1CCN(C)C was read as FBA Mtb inh 29.4*, PfHsp40 yeast -0.4, BoNT-F LC inh -16.1, UGM FP inh -1.3, GDH-TPI inh 0.0, BoNT A protease 0.0, Mtb BioA inh -0.7, Anthrax LF prot -2.5 and FadD28 binding -0.1.
`Cc1ccc(N2C(=O)/C(=C\c3ccc(C(C)C)cc3)N=C2SC2CCOC2=O)cc1` (stereo unspecified) gave FBA Mtb inh 1.2, PfHsp40 yeast -1.0, BoNT-F LC inh 22.1, UGM FP inh 0.3, GDH-TPI inh 4.1, BoNT A protease 1.8, Mtb BioA inh -0.2, Anthrax LF prot 3.8 and FadD28 binding -3.6.
For NC(=S)N/N=C/c1coc2cc(Cl)ccc2c1=O the results were FBA Mtb inh 0.2, PfHsp40 yeast 0.5, BoNT-F LC inh -6.3, GDH-TPI inh 14.8, BoNT A protease 0.3, Mtb BioA inh -0.2, Anthrax LF prot -0.4 and FadD28 binding 0.4.
For Cc1ccc(NC(=O)CN2C(=S)NC(C)(C)CC2C)cc1Cl (stereo unspecified) the results were FBA Mtb inh -1.1, PfHsp40 yeast -1.9, BoNT-F LC inh 0.8, UGM FP inh -2.5, GDH-TPI inh 8.0, BoNT A protease -0.6, Anthrax LF prot -2.2 and FadD28 binding -5.1.
Screening O=C(CCN1C(=O)C2C3C=CC(C3)C2C1=O)N1CCN(c2ccccn2)CC1 (stereo unspecified) returned FBA Mtb inh 10.4, PfHsp40 yeast 0.1, BoNT-F LC inh -4.8, UGM FP inh 1.1, GDH-TPI inh 5.5, BoNT A protease -0.8, Anthrax LF prot 2.8 and FadD28 binding 0.3.
C(=N\Nc1nc2ccccc2[nH]1)/c1ccc2c(c1)OCCO2 was read as FBA Mtb inh 3.2, PfHsp40 yeast 1.1, BoNT-F LC inh -41.7, UGM FP inh 0.9, GDH-TPI inh 20.7, BoNT A protease 2.6, Mtb BioA inh -0.7, Anthrax LF prot 10.6 and FadD28 binding 0.4.
For O=C(NNC(=O)c1ccc2[nH]c(=O)c(=O)[nH]c2c1)c1cccc(Br)c1 the results were FBA Mtb inh 4.7, PfHsp40 yeast 0.0, BoNT-F LC inh 4.2, UGM FP inh 1.3, GDH-TPI inh 16.2, BoNT A protease -0.5, Anthrax LF prot -1.3 and FadD28 binding -4.6.
For CC1CCN(C(=S)Nc2ccc(F)cc2)CC1 the results were FBA Mtb inh 1.3, PfHsp40 yeast -0.1, BoNT-F LC inh 1.9, UGM FP inh 0.9, GDH-TPI inh 9.6, BoNT A protease -0.8, Anthrax LF prot -4.1 and FadD28 binding -2.2.
Screening Cc1ccc([N+](=O)[O-])cc1N=Nc1c(-c2ccc([N+](=O)[O-])cc2)[nH]n(C(N)=S)c1=O returned FBA Mtb inh -1.8, PfHsp40 yeast 0.0, BoNT-F LC inh -6.6, GDH-TPI inh 2.2, BoNT A protease -1.0, Mtb BioA inh -1.9, Anthrax LF prot -2.7 and FadD28 binding inconclusive.
`CCOC(=O)C1(CC2CCCCO2)CCN(Cc2nccn2-c2cccc(C)c2)CC1` (stereo unspecified) gave FBA Mtb inh -1.1, PfHsp40 yeast -0.2, BoNT-F LC inh -11.6, UGM FP inh 2.6, GDH-TPI inh 7.4, BoNT A protease -1.1, Anthrax LF prot 0.3 and FadD28 binding 0.9.
`CCOC(=O)Nc1ccc2nc3n(c(=O)c2c1)CCCCC3` gave FBA Mtb inh 4.0, PfHsp40 yeast 0.9, BoNT-F LC inh -4.7, UGM FP inh 1.8, GDH-TPI inh 3.7, BoNT A protease -0.9, Anthrax LF prot -2.8 and FadD28 binding -2.2.
Cc1cc(NS(=O)(=O)c2ccc(NC(=O)CSc3nc4ncc(Br)cc4[nH]3)cc2)nc(C)n1 was read as FBA Mtb inh -2.5, PfHsp40 yeast 1.3, BoNT-F LC inh -1.9, UGM FP inh 1.7, GDH-TPI inh -15.0, BoNT A protease 0.4, Mtb BioA inh -2.2, Anthrax LF prot -0.2 and FadD28 binding -7.9.
COc1ccccc1NC1=NC(C)(C)N=C(N)N1 was read as FBA Mtb inh 0.0, PfHsp40 yeast -1.8, BoNT-F LC inh 10.2, UGM FP inh -0.3, GDH-TPI inh -3.4, BoNT A protease 2.6, Anthrax LF prot 11.5 and FadD28 binding -3.3.
Screening Cc1cc(=O)oc2cc3oc(=O)cc(C)c3cc12 returned FBA Mtb inh 2.5, PfHsp40 yeast 0.6, UGM FP inh 0.2, GDH-TPI inh 7.7, Mtb BioA inh -0.8 and FadD28 binding 0.3.
For CC(=O)Oc1ccc(CC(C(=O)O)N2C(=O)c3ccccc3C2=O)cc1 (stereo unspecified) the results were FBA Mtb inh 1.4, PfHsp40 yeast 4.3, BoNT-F LC inh -1.9, UGM FP inh -0.8, GDH-TPI inh 2.0, BoNT A protease -1.7, Mtb BioA inh -0.4, Anthrax LF prot -11.7 and FadD28 binding 1.2.
`O=C(c1ccc(Cl)cc1)C1CCN(Cc2ccccc2)CC1` gave FBA Mtb inh 3.7, PfHsp40 yeast 0.8, BoNT-F LC inh 1.1, UGM FP inh 0.0, GDH-TPI inh 0.8, BoNT A protease 4.9, Mtb BioA inh 2.2, Anthrax LF prot 3.3 and FadD28 binding 0.9.
For COc1cccc(N2CC(C(=O)OC(C)C(=O)c3ccccc3)CC2=O)c1 (stereo unspecified) the results were FBA Mtb inh -1.7, PfHsp40 yeast 0.1, BoNT-F LC inh -1.0, UGM FP inh 0.9, GDH-TPI inh 10.1, BoNT A protease inconclusive, Mtb BioA inh -0.5, Anthrax LF prot -0.7 and FadD28 binding 0.8.
`COc1ccc(CN(C)C(C)C(=O)Nc2cccc3ccccc23)cc1` (stereo unspecified) gave FBA Mtb inh 0.8, PfHsp40 yeast -0.9, BoNT-F LC inh 3.9, UGM FP inh 0.7, GDH-TPI inh 5.9, BoNT A protease 2.0 and Anthrax LF prot 4.3.
NS(=O)(=O)c1cc2c(cc1C(F)(F)F)NCNS2(=O)=O was read as FBA Mtb inh 1.6, PfHsp40 yeast -0.2, BoNT-F LC inh 0.2, GDH-TPI inh 14.0, BoNT A protease -0.5, Mtb BioA inh 0.1, Anthrax LF prot -1.4 and FadD28 binding -2.6.
`O=c1cccc2n1Cc1cc3ccccc3nc1-2` gave FBA Mtb inh active, PfHsp40 yeast 2.0, BoNT-F LC inh -5.7, UGM FP inh 2.0, GDH-TPI inh 31.7*, BoNT A protease -0.1, Mtb BioA inh -0.5, Anthrax LF prot 2.1 and FadD28 binding -1.3.
